# Source: PubChem (several laboratories)
# Rpn11 inh – Rpn11 (PSMD14) deubiquitinase inhibitors, primary screen, biochemical, fluorescence polarization, uHTS. human 26S proteasome, Ub4-pepOG fluorescence polarization; 20S core pre-blocked with epoxomicin. calls only at 20 µM. 360,000 tested, 0.59% active. AID 588493, 2011;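 active = inhibition at 20 µM, scaled to each plate's controls, above about 33%, limit read from the data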
# Target sequence (O00487 whole entry, looked up): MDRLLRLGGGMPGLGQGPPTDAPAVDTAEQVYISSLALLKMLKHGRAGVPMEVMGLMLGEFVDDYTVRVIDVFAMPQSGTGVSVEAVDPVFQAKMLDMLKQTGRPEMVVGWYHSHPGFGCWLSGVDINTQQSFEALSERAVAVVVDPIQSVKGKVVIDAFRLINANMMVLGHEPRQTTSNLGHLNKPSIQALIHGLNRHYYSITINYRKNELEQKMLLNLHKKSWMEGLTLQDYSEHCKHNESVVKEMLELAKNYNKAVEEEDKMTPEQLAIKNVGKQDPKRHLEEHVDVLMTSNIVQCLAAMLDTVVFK
# eLon inh – inhibitors of E. coli Lon protease, primary screen, biochemical, fluorescence polarization; P0A9M0; inhibition, % at 7.94 µM; 360,000 tested, 0.42% active; purified E. coli Lon protease; in the data active = inhibition above about 13%, passing the limit was not always enough;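 note: 0% = enzyme with probe and DMSO and 100% = no enzyme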
# Target sequence (P0A9M0 whole entry, looked up): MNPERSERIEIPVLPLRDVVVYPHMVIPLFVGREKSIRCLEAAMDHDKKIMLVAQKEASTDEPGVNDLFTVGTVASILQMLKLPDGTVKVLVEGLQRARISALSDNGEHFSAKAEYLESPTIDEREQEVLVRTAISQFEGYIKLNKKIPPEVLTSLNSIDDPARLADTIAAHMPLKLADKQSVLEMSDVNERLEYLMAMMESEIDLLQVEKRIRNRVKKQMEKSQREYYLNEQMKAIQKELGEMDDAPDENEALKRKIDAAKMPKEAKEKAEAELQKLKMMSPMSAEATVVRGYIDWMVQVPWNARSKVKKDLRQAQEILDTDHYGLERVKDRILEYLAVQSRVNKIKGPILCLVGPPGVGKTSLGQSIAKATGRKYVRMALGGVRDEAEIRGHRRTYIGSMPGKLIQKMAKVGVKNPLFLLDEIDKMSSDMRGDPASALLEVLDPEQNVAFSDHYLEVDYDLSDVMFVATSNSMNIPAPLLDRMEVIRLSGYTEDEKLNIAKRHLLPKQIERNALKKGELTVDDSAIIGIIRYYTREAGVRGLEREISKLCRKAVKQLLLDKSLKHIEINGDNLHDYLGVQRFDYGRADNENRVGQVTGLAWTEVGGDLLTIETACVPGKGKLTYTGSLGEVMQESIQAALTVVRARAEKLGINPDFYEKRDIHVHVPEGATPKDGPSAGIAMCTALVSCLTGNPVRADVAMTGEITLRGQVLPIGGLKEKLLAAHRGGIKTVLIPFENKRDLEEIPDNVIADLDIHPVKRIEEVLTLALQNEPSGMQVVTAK
# bovine MsrA act – bovine MsrA enzyme activators, primary screen, biochemical, absorbance, HTS; Methionine sulfoxide reductase A (Bos taurus); purified bovine MsrA, absorbance read-out; activation, % at 10.6 µM; 360,000 tested, 0.3% active; in the data active = activation above about 7.5%;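 note: 0% = vehicle and 100% = reference activator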
# CSN deneddyl inh – inhibitors of CSN-mediated cullin deneddylation, primary screen, biochemical, fluorescence polarization, uHTS; 360,000 tested, 0.38% active; Purified CSN, SCF-Nedd8-OG deneddylation; COP9 signalosome complex subunit 5 (Homo sapiens), Q92905; inhibition, % at 12.5 µM; AID 651999, 2013;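 active = pattern-corrected inhibition above about 35%, with an unprinted fluorescence ratio check between 0.5 and 1.5, limit read from the data, passing the limit was not always enough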;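 note: 0% = enzyme with substrate and 100% = substrate without enzyme; some results filed as inactive read as strong as hits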
#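 test system = HEK293T-derived human Csn5 enzyme | amount = 0.24 nM Csn5 enzyme, final concentration | medium = Tris/NaCl/DTT buffer, pH 7.5 | schedule = 90 min reaction at room temperature | signal = FP | evaluation = inhibition of Csn5 cleavage, % | compound dosing = single dose of 12.5 µM compound with 0.25% DMSO | probe or stimulus = 10 nM SCFSkp2-Nedd8OG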
# FAS-TE inh – FAS thioesterase domain inhibitors, primary screen, biochemical, fluorescence intensity, uHTS | 360,000 tested, 0.67% active | recombinant FAS-TE, OMFH fluorogenic substrate, fluorescence endpoint | inhibition, % at 15 µM | Fatty acid synthase (Homo sapiens), P49327;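 active = compounds whose normalised, plate-corrected inhibition of enzyme fluorescence in the single-dose primary screen is 50% or more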;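 note: 0% = DMSO with enzyme and 100% = substrate without enzyme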
# MT1-MMP act inh – blockers of MT1-MMP proenzyme processing, primary screen, HT1080 RFP-PRO-GFP cells, GFP/RFP fluorescence; AID 651647, 2012; GFP/RFP ratio change, % at 20 µM; 360,000 tested, 0.061% active; Matrix metalloproteinase-14 (Homo sapiens), P50281; GFP/RFP ratio fluorescence, overnight; percent of plate control window, DMSO zero;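 active = GFP/RFP ratio change of at least 30% with cell ATP level not reduced by more than half and red fluorescence within 50% of control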; note: strong numbers were not always called active
#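 Test system: HT1080 RFP-PRO-GFP cells; Benchmarks: DMSO and RFP-L50D-GFP cell wells; Timing: cells overnight before dosing, compound overnight, 37 °C, 5% CO2; Compound: one 20 µM compound dose with 1% DMSO; Read-out: GFP/RFP fluorescence ratio.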
# MsrA inhibitor – bovine MsrA enzyme inhibitors, primary screen, biochemical, absorbance, HTS; purified bovine MsrA, absorbance read-out; AID 651718, 2012; Methionine sulfoxide reductase A (Bos taurus); 360,000 tested, 0.75% active; inhibition, % at 15.5 µM; in the data active = inhibition above about 4.5%;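 note: 0% = vehicle wells with enzyme and 100% = reference inhibitor wells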
# PABP1 MLLE inh – inhibitors of PABP1 MLLE–PAM2 peptide binding, primary screen, biochemical, fluorescence polarization, FITC-PAM2, GST-MLLE; inhibition, % at 20 µM; 360,000 tested, 0.36% active; in the data active = inhibition above about 35%, passing the limit was not always enough;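 note: plate controls were DMSO wells with GST-MLLE for no effect and wells lacking GST-MLLE protein for full effect; some results filed as inactive read as strong as hits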
# Rin1 Abl inh – inhibitors of Rin1-Abl protein binding, primary screen, biochemical, TR-FRET; inhibition, % at 7.35 µM; 360,000 tested, 0.4% active; in the data active = inhibition above about 5%, passing the limit was not always enough
# * = called active by the depositor; i = inactive; · = not tested or not shown; + = active, no number.
SMILES,Rpn11 inh,eLon inh,bovine MsrA act,CSN deneddyl inh,FAS-TE inh,MT1-MMP act inh,MsrA inhibitor,PABP1 MLLE inh,Rin1 Abl inh
COC(=O)C(NC(=O)C(NC(=O)C1CCC(C)CC1)C(C)C)C(C)C (centres undefined),i,-11,-3,-2,-2,-2,0.3,4,-1
C/C(=N\Nc1nc(C)cc(=O)[nH]1)C1CC1,i,0,-2,5,-10,-4,-0.2,14,-1
COc1ccc(Oc2ncnc3c2ncn3Cc2ccccc2)cc1,i,-10,-4,-1,-6,1,-0.1,-9,3
COc1ccc(-c2nc3ccccc3c(=O)n2CCOc2c(C)cccc2C)cc1,i,-8,-5,2,39,-9,-0.7,12,2
Cc1ccc(/C(O)=C2\C(=O)C(=O)N(C)C2c2cccc([N+](=O)[O-])c2)cc1 (centres undefined),i,5,-5,0,-7,5,4.1,4,4
Cn1c(Cn2nnc3ccccc32)nnc1SCC(=O)c1ccccc1F,i,-1,-3,-2,-6,7,-1.3,-5,1
CC(=O)Nc1ccc(C=NNC(=O)c2ccc(NS(=O)(=O)c3cccs3)cc2)cc1,i,5,-4,2,-3,2,4.8*,2,-2
Cc1ccc(C)c2[nH]c(=O)c(CCNC(=O)c3ccc(S(=O)(=O)N4CCOCC4)cc3)cc12,i,-7,-2,2,0,0,0.2,-4,-1
CCOC(=O)Cn1nnc(-c2cccc(OC)c2)n1,i,-4,-1,3,4,1,-0.2,7,2
CCN(CC)C(=O)C12CC3CC(CC(Br)(C3)C1)C2,i,-6,-13,3,-6,1,-0.4,19,4
O=C(CSc1nnc(COc2ccc(Cl)cc2)o1)Nc1nccs1,i,-17,-2,-3,-9,3,-0.3,4,2
COc1ccc(C(NC(=O)C2CCN(Cc3cc(OC)cc(OC)c3)CC2)c2ccccn2)cc1 (centres undefined),i,-8,0,-4,-1,-1,-1.3,1,0
O=C(CN1CCCCCCC1)N/N=C/c1ccc(F)c(F)c1,i,17,-2,3,-5,7,0.4,-6,2
CCC(=O)Nc1cc(C)c(NC(=O)C23CC4CC(CC(C4)C2)C3)cn1,i,-4,-4,0,-7,0,1.4,-1,1
COc1ccc2nc(NC(=S)N(C)C)sc2c1,i,3,-3,1,0,14,6.3*,-38,2
O=C(Nc1ccc(F)cc1F)N1CCN(C(=O)c2ccco2)CC1,i,-9,-3,0,-1,2,-0.3,-4,1
CCN(CC)CCCNc1cc(C(F)(F)F)c(C#N)c2nc3ccccc3n12,i,-19,0,12,-12,-31,0.0,24,0
C/C(=N\NC(=O)CC(C)C)c1ccc(Cl)c(Cl)c1,i,5,-3,-1,7,7,0.2,-3,-2
COc1cccc(OC)c1C(=O)Nc1cccc(-c2ccc(N3CCOCC3)nn2)c1,i,9,-11,-7,-2,4,-0.6,3,2
CCOc1ccccc1Cn1c(=O)oc2ccc(C)cc21,i,-7,-6,1,11,2,0.5,2,-1
COc1cc(OC)cc(C(=O)N2CCN(C(=O)c3cccs3)CC2)c1,i,-3,-2,-1,-7,-1,0.1,-11,2
Cc1c(CCC(=O)O)c(=O)oc2cc(OCc3ccccc3F)ccc12,i,0,-5,1,26,0,4.1,12,-4
CCOc1ccccc1NC=C1C(=O)OC(C)(C)OC1=O,i,-2,-9,-2,-6,2,3.8,2,3
CC(C)Oc1c(Br)cc(Br)cc1/C=N/NC(N)=S,i,-1,-5,3,19,1,6.8*,-1,4
O=C(NCC1CCCO1)c1cccc(S(=O)(=O)Nc2ccccc2Cl)c1 (centres undefined),i,0,-2,-5,-6,0,-0.2,-6,-4
COc1cc(OC)c(C2N(c3cc(C)on3)C(=O)C3CCCN32)cc1OC (centres undefined),i,-3,-4,7,-10,-2,3.1,-14,-2
COc1cc(N=c2ssnc2Cl)cc(OC)c1,i,-11,-7,3,2,-10,2.2,28,1
COc1ccc(C2Nc3ccccc3C(=O)N2Cc2ccccc2)cc1 (centres undefined),i,1,-1,3,11,-8,0.4,10,1
Cc1c(C=O)c(Cl)n(C)c(=O)c1C#N,i,-3,-2,10,-3,-13,0.9,-30,-3
CCOc1cc(/C=C(\C#N)C(=O)NCC2CCCO2)ccc1O (centres undefined),i,-27,-3,1,-10,5,2.7,-8,-4
Cc1ccc(/C=c2\sc3nc(-c4cccnc4)nn3c2=O)cc1,i,1,-5,4,-4,0,-0.3,3,-1
Cc1cc(C)cc(N2C(=O)CSC2c2cccs2)c1 (centres undefined),i,-7,-4,-3,-4,-1,-1.3,4,-5
CN(c1ccc(C(=O)N2CCN(Cc3ccc4c(c3)OCO4)CC2)cc1)S(=O)(=O)c1ccccc1,i,-2,0,0,5,-7,-0.7,5,1
CCCc1[nH]nc2c1C(c1ccsc1)C(C#N)=C(N)O2 (centres undefined),i,-2,-4,5,-9,-1,0.2,13,-3
O=C(CCS(=O)(=O)c1cc2c(cc1Cl)NC(=O)CO2)NCCc1ccccc1,i,7,-1,-1,-6,-3,-0.3,9,1
CC1CC(C)CN(c2cc(=O)n(Cc3ccc(F)cc3)c(=O)[nH]2)C1 (centres undefined),i,9,1,0,-2,-23,0.3,-2,-2
O=C(Cc1ccccc1)Nn1cnc2ccccc21,i,-5,3,-3,-10,2,-1.2,7,3
CC1=C(C(=O)Nc2ccc(Cl)cc2)C(c2ccncc2)C(C#N)=C(SCC(N)=O)N1 (centres undefined),i,-3,-2,5,13,3,1.7,10,1
CCOc1ccc(CNC(=O)C2CCN(S(=O)(=O)CC)CC2)cc1OC,i,3,-1,1,-4,2,-0.6,-6,0
CCC(=O)NCCc1c[nH]c2ccccc12,i,-8,-5,6,-9,-2,0.8,-10,0
CNc1oc(C)nc1S(=O)(=O)c1ccc(C)cc1,i,4,-7,5,-4,10,-0.1,29,-1
CC(C)NC(=O)c1cc(-c2ccco2)nn1-c1ccc(Cl)cc1,i,-5,-4,6,1,-4,-0.6,6,1
COc1cc(OC)cc(-c2c(C#Cc3ccsc3)c3cc(-c4ccc(C(N)=O)cc4)ccc3n2C)c1,+,-11,-5,4,23,-4,3.0,-9,2
O=C(Nc1ccc(F)cc1)c1nn(-c2ccccc2)c(=O)cc1Cl,i,1,-13,0,0,-7,0.5,-13,4
COc1ccc(CCn2nnnc2CN2CCN(C(=O)c3ccco3)CC2)cc1OC,i,-1,-3,-1,-1,10,1.4,12,1
COc1ccccc1N1C(=O)C2C3C=CC(C3)C2C1=O (centres undefined),i,1,-2,-1,-2,4,0.6,4,-1
CCOc1ccc(N2C(=O)CC(Sc3n[nH]c(-c4ccccc4)n3)C2=O)cc1 (centres undefined),i,-2,2,-4,-3,3,-0.1,29,-1
COC(=O)c1c(C)nn(-c2ccc(OC(F)(F)F)cc2)c1-c1snnc1C,i,-3,-1,5,7,2,-1.1,-9,1
COc1ccc(OC2C(=O)N(c3cc(C)ccc3C)C2c2ccc(OC)c(OC)c2)cc1 (centres undefined),i,1,-4,-11,20,-6,0.5,7,2
CCc1ccccc1NC(=O)CSc1nnc(Cn2cnc3ccccc32)o1,i,16,-3,-2,-5,3,0.4,-6,-2
CSc1ccc(S(=O)(=O)Nc2ccc3c(c2)NC(=O)CC3)cc1,i,0,-2,-4,-7,-3,1.4,16,-1
O=C(CSc1nnc(NC2CCCCC2)s1)NN1C(=O)NC2(CCCCC2)C1=O,i,-3,-8,-8,-10,0,-0.5,19,0
N#Cc1ccc(C(=O)Nc2cc(S(=O)(=O)N3CCOCC3)ccc2N2CCCC2)cc1,i,5,-7,-6,6,2,0.7,15,2
CCN(C(=O)CSc1cc(-c2ccccc2)c2ccc(OC)cc2n1)C1CCS(=O)(=O)C1 (centres undefined),i,-4,-1,-4,47,-3,3.2,-13,0
O=C(O)C1C2C=CC(C2)C1C(=O)NCc1ccco1 (centres undefined),i,1,-4,-2,-11,1,-1.2,5,2
O=C(C1CCN(S(=O)(=O)c2ccc(Br)s2)CC1)N1CCc2ccccc21,i,0,-13,0,24,-1,·,0,4
Cc1ccccc1Cn1nc(C)c(NC(=O)c2cc3n(n2)C(C(F)F)CC(C(F)F)N3)c1C (centres undefined),i,0,-9,-7,-2,-1,-0.2,3,-1
O=C(NC(=S)N1CCCCC1CO)c1cccs1 (centres undefined),i,4,-12,-3,-5,3,1.6,30,1
CCCCCCN1C[C@@H](n2cc(COC(=O)c3ccccc3)nn2)[C@H](O)C[C@@H]1c1ccccc1,i,1,-8,-5,20,5,0.5,-4,-2
COc1ccc(-c2nc3ccc(C(=O)NCC(OC)OC)cc3nc2-c2ccc(OC)c(OC)c2)cc1OC,i,-6,-2,1,-2,1,2.4,-14,-4
# (more compounds)
SMILES,Rpn11 inh,eLon inh,bovine MsrA act,CSN deneddyl inh,FAS-TE inh,MT1-MMP act inh,MsrA inhibitor,PABP1 MLLE inh,Rin1 Abl inh
CC(C)CCc1c(O)nc(SCC(C)C)[nH]c1=O,i,-4,-5,-9,-2,1,0.0,-8,1
CCCNC(=O)c1cc(C2CCCCN2C(=O)c2ccccc2)on1 (centres undefined),i,-6,-2,3,-9,-3,-1.2,1,0
O=C(CCNS(=O)(=O)c1ccc(Cl)cc1)N1CCN(c2ccccn2)CC1,i,8,-2,-3,-7,0,-0.2,-4,1
CC1(C)CC(=O)C2=C(C1)N(c1cccc(Cl)c1)C(=O)NC2(C(F)(F)F)C(F)(F)F,i,-10,-1,1,-7,4,0.9,1,0
Cc1nc(N)sc1N=Nc1c(C)n(C)n(-c2ccccc2)c1=O,i,-23,-9,-1,-9,-6,-0.1,16,-7
Cc1nc2sc(-c3ccccc3)cc2c(=O)n1/N=C/N(C)C,i,-5,-2,7,-2,1,2.3,-5,3
COc1ccc(C2c3cc(OC)c(OC)cc3CCN2S(C)(=O)=O)cc1OC (centres undefined),i,-5,-11,-8,-3,-2,-0.2,-9,7
CCS(=O)(=O)NCc1csc(-c2ccccc2)n1,i,2,-2,-1,-4,0,0.2,1,-4
CCc1ccc(C(=O)NNC(=O)C2CCN(c3ncnc4sc(C)c(C)c34)CC2)cc1,i,6,-9,3,4,28,0.7,5,-1
O=C(C[C@@H]1C/C=C\CC[C@@H](Cc2ccc(F)cc2)C(=O)OC[C@@H]2CCCN2C1=O)NCCO,i,2,2,-1,0,-1,0.6,-11,-1
O=C(NN=C1c2ccccc2-c2ccccc21)c1ccccc1Br,i,5,-1,6,23,0,-0.3,-9,-5

# Entries of single compounds, looked up by structure. Screens in order: Rpn11 inh	eLon inh	bovine MsrA act	CSN deneddyl inh	FAS-TE inh	MT1-MMP act inh	MsrA inhibitor	PABP1 MLLE inh	Rin1 Abl inh
# O=C(CCNS(=O)(=O)c1ccc(Cl)cc1)N1CCN(c2ccccn2)CC1 is listed with i	8	-2	-3	-7	0	-0.2	-4	1
# CCS(=O)(=O)NCc1csc(-c2ccccc2)n1 is listed with i	2	-2	-1	-4	0	0.2	1	-4
# O=C(C[C@@H]1C/C=C\CC[C@@H](Cc2ccc(F)cc2)C(=O)OC[C@@H]2CCCN2C1=O)NCCO is listed with i	2	2	-1	0	-1	0.6	-11	-1
# CC1(C)CC(=O)C2=C(C1)N(c1cccc(Cl)c1)C(=O)NC2(C(F)(F)F)C(F)(F)F is listed with i	-10	-1	1	-7	4	0.9	1	0
